S3 lipid droplet = qHTS Assay for Lipid Storage Modulators in Drosophila S3 Cells | Drosophila S3 cells, BODIPY lipid droplet fluorescence, 18-24 h; cells fed with added oleic acid | lipid storage change, negative = inhibition, % at the top dose, mostly 46.1 µM; hits show Potency in µM | 320,000 compounds, 0.64% hits | AID 2685; active means well fitted inhibition curve with a large enough effect in the signal ratio, with a control signal flat, not every such curve was filed as active; inconclusive means small, poorly fitted or top-dose-only effect, or effect the other way, or a change in a side signal; the % refers to the signal ratio
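Laser-scanning cytometry quantifies lipid droplet accumulation (500–530 nm total intensity; droplet/cell object ratio) in oleic acid-fed (400 uM added) Drosophila S3 cells treated with a concentration series. 20 uM Triacsin C defined 100% inhibition.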
S3 lipid droplet cell count max = recorded beside S3 lipid droplet, whose call it bears; cell number change, %; measured here: cell count max response;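 cells counted by Cell Tracker Red CMTPX staining in the red channel; peak over a dose series mostly up to 46.1 µM; percent activity relative to internal control wells on each plate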
Numbers without * were called inactive; [ ] = remark or other dose. On the % scale 0 is the no-effect control and ±100 the full control effect; potency means the concentration at half of the fitted maximal effect. Some of the compounds tested (hit frequency here may not be typical).

What do the screens show for `O=C(C(=O)N1CCN(C(=O)c2ccco2)CC1)c1c[nH]c2ccccc12`?
S3 lipid droplet: 1.2%; S3 lipid droplet cell count max: 4.7

Results for O=C(N/N=C/c1ccc(Cl)cc1)c1sccc1OCc1ccc(F)cc1 ?
S3 lipid droplet: inconclusive

Results for O=C(CSc1ncn[nH]1)N1N=C(c2ccc(Cl)cc2)CC1c1ccco1 (stereo not drawn) ?
S3 lipid droplet: inconclusive

What do the screens show for `CN=C1SC(CC(=O)Nc2c(C)cccc2C)C(=O)N1/N=C/c1cccs1` (stereo not drawn)?
S3 lipid droplet: inconclusive

Results for CCCCN1C(=S)SC(C)(C)C1/[N+]([O-])=C/c1ccc(S(=O)(=O)NC)cc1 (stereo not drawn) ?
S3 lipid droplet: 5.6%; S3 lipid droplet cell count max: 8.4

How did Cc1ccc(N/C=C/C(=O)c2ccco2)c(O)c1 do in these assays?
S3 lipid droplet: -11.6%; S3 lipid droplet cell count max: -11.9

What do the screens show for `CCC(=O)N1CCN(c2ccc(NC(=O)c3ccc(C#N)cc3F)cc2Cl)CC1`?
S3 lipid droplet: inconclusive

How did OCCCCCNc1ncnc2ccccc12 do in these assays?
S3 lipid droplet: inconclusive

Results for CC(=O)n1c2ccccc2c2c1c1ccccc1n2C ?
S3 lipid droplet: -1.6%; S3 lipid droplet cell count max: 26.0

Results for CCC(c1nnc(SCC(=O)N2CC3(C)CC2CC(C)(C)C3)o1)N(C)C (stereo not drawn) ?
S3 lipid droplet: inconclusive

What do the screens show for `COC(=O)c1sccc1NC(=O)c1c(-c2ccccc2)noc1C`?
S3 lipid droplet: inconclusive

How did COc1ccccc1CNC(=O)C1CCCN(c2cnccn2)C1 (stereo not drawn) do in these assays?
S3 lipid droplet: inconclusive

How did Cc1cc(NC(=O)CNC(=O)C2CCCCC2)no1 do in these assays?
S3 lipid droplet: inconclusive

How did CCOc1ccccc1NC(=O)N1CCC(NC(=O)C2CCCCC2)CC1 do in these assays?
S3 lipid droplet: 9.6%; S3 lipid droplet cell count max: 2.0

How did Cc1nc(SCC(O)CO)c([N+](=O)[O-])[nH]1 (stereo not drawn) do in these assays?
S3 lipid droplet: inconclusive

How did Cn1c(SCC(=O)c2ccccc2)nnc1-c1cccc(N)c1 do in these assays?
S3 lipid droplet: inconclusive

How did COc1ccc(CN2CCC(C(N)=O)CC2)cc1OCc1ccccc1 do in these assays?
S3 lipid droplet: -7.8%; S3 lipid droplet cell count max: 8.5

What do the screens show for `Cc1ccc(Nc2nc(N)nc(CN3CCN(Cc4ccc5c(c4)OCO5)CC3)n2)cc1Cl`?
S3 lipid droplet: inconclusive

What do the screens show for `Cc1ccc(-n2c(N)c(-c3nc4ccccc4n3C)sc2=S)cc1`?
S3 lipid droplet: inactive

What do the screens show for `CCC1=NN(C(=O)c2cccnc2)C(O)(C(F)(F)F)C1` (stereo not drawn)?
S3 lipid droplet: 9.8%; S3 lipid droplet cell count max: -13.9

What do the screens show for `CC(C)(C)n1nc2c(c1NC(=O)c1ccc(Br)o1)CS(=O)C2` (stereo not drawn)?
S3 lipid droplet: -2.2%; S3 lipid droplet cell count max: 12.2

How did Cc1c(-c2cccc(Cl)c2)nc2ccccc2c1C(=O)OC/C(O)=C(\C#N)c1nc2ccccc2[nH]1 do in these assays?
S3 lipid droplet: inconclusive

How did Nc1nc(NC(=O)c2cccnc2)nn1-c1ccccc1 do in these assays?
S3 lipid droplet: inconclusive

How did CC(C)NC(=O)c1ccccc1NC(=O)CCS(=O)(=O)Cc1ccccc1 do in these assays?
S3 lipid droplet: inconclusive

How did Cc1ccc(C2CC(=O)NC(SCC(N)=O)=C2C#N)s1 (stereo not drawn) do in these assays?
S3 lipid droplet: 2.8%; S3 lipid droplet cell count max: 12.1

Results for Cc1c(C(=O)OCC(=O)Nc2ccc(C(N)=O)cc2)cccc1[N+](=O)[O-] ?
S3 lipid droplet: 18.2%; S3 lipid droplet cell count max: 16.6

How did CCOc1cc(CN2CCOCC2)cc(C(C)=O)c1 do in these assays?
S3 lipid droplet: -9.8%; S3 lipid droplet cell count max: 17.6

Results for CCOC(=O)c1ccc(NC(=O)CSc2nc3c(c(=O)n2CC)SC(C)C3)cc1 (stereo not drawn) ?
S3 lipid droplet: inconclusive

How did COc1ccc(N(CC(=O)N/N=C/c2ccc(OC3CSC3)cc2)S(=O)(=O)c2ccccc2)cc1 do in these assays?
S3 lipid droplet: -0.5%; S3 lipid droplet cell count max: 8.5

Results for c1coc(CNc2ncnc3[nH]ncc23)c1 ?
S3 lipid droplet: inconclusive

The last 4 compounds of the section before open the next one:
How did CCOc1cc(CN2CCOCC2)cc(C(C)=O)c1 do in these assays?
S3 lipid droplet: -9.8%; S3 lipid droplet cell count max: 17.6

Results for CCOC(=O)c1ccc(NC(=O)CSc2nc3c(c(=O)n2CC)SC(C)C3)cc1 (stereo not drawn) ?
S3 lipid droplet: inconclusive

How did COc1ccc(N(CC(=O)N/N=C/c2ccc(OC3CSC3)cc2)S(=O)(=O)c2ccccc2)cc1 do in these assays?
S3 lipid droplet: -0.5%; S3 lipid droplet cell count max: 8.5

Results for c1coc(CNc2ncnc3[nH]ncc23)c1 ?
S3 lipid droplet: inconclusive

How did COc1ccc(OC)c(N2C(=O)CC(Cc3ccc(C)cc3)C2=O)c1 (stereo not drawn) do in these assays?
S3 lipid droplet: 1.0%; S3 lipid droplet cell count max: 1.5

Results for COc1ccccc1NC(=O)CSc1nnc(NC(=O)C2CC2)s1 ?
S3 lipid droplet: -5.4%; S3 lipid droplet cell count max: 2.6

How did COCCc1nc2ccc(C(=O)N(C)Cc3cccc(-n4nc(C)cc4C)c3)cc2o1 do in these assays?
S3 lipid droplet: inconclusive

Results for CCN1C(=O)/C(=C\N(C)C)NC1=S ?
S3 lipid droplet: inconclusive

Results for Cc1[nH]nc(-c2ccc(O)c(C)c2O)c1Oc1ccccc1 ?
S3 lipid droplet: inconclusive

How did CC1(C)CC(=O)c2cc(OCC(=O)NCCCN3CCN(c4ccccc4F)CC3)ccc2O1 do in these assays?
S3 lipid droplet: inactive

Results for Cc1cc(OCCSc2nnc(-c3cccs3)n2C)ccc1Cl ?
S3 lipid droplet: inconclusive

How did CCOc1ccc2c(O)csc2c1 do in these assays?
S3 lipid droplet: inconclusive

Results for O=C(/C=C/c1ccccc1[N+](=O)[O-])NCc1cccnc1 ?
S3 lipid droplet: 8.0%; S3 lipid droplet cell count max: 6.2

How did O=C(CSc1nc2[nH]ncc2c(=O)[nH]1)Nc1cccc([N+](=O)[O-])c1 do in these assays?
S3 lipid droplet: 9.4%[0.0737 µM]; S3 lipid droplet cell count max: 3.7

What do the screens show for `O=C1CN(C(=O)COC(=O)c2cc(S(=O)(=O)N3CCOCC3)ccc2Cl)c2ccccc2N1`?
S3 lipid droplet: -1.0%; S3 lipid droplet cell count max: 3.1

What do the screens show for `CN(C(=O)c1ccccc1Cl)c1ccccc1`?
S3 lipid droplet: -1.6%

Results for Cc1cc(C)nc(N2CCN(C(=O)c3ccc(S(=O)(=O)N4CCCCCC4)cc3)CC2)n1 ?
S3 lipid droplet: inconclusive

What do the screens show for `COc1cc(CN2CCN(Cc3ccccc3C(F)(F)F)CC2)cc(OC)c1OC`?
S3 lipid droplet: -6.6%; S3 lipid droplet cell count max: -11.3

How did O=C(NNC(=O)c1cccnc1)NC1CCCCC1 do in these assays?
S3 lipid droplet: inconclusive

What do the screens show for `CC(C)c1ccc(S(=O)(=O)N2CCN(CC(=O)Nc3ccc(Cl)cc3F)CC2)cc1`?
S3 lipid droplet: inconclusive

How did CCOC(=O)CCn1c(=O)c2c(nc(Br)n2Cc2ccccc2)n(C)c1=O do in these assays?
S3 lipid droplet: inactive; S3 lipid droplet cell count max: 5.4

How did CCn1c(Cc2cccn2C)nnc1SCC(=O)c1ccc(C)cc1 do in these assays?
S3 lipid droplet: inconclusive

Results for COc1ccc2c(c1)c(=O)oc1cc3occ(C(C)(C)C)c3cc12 ?
S3 lipid droplet: -5.4%; S3 lipid droplet cell count max: 25.2

How did Cn1c(NC(=O)c2ccc(Cl)cc2)c(-c2ccccn2)c(=O)c2ccccc21 do in these assays?
S3 lipid droplet: -8.3%; S3 lipid droplet cell count max: -0.1

Results for CCCCCCC(O)(c1ccccc1)C(CN1CCOCC1)c1ccccc1 (stereo not drawn) ?
S3 lipid droplet: inconclusive

What do the screens show for `COc1ccccc1Nc1c([N+](=O)[O-])cc(C)cc1[N+](=O)[O-]`?
S3 lipid droplet: inconclusive

How did O=C(Cn1c(COc2ccc(Cl)cc2)nc2ccccc21)NCC(F)(F)F do in these assays?
S3 lipid droplet: inconclusive

How did CCOC(=O)CC1C(=O)NCCN1Cc1cccc(C(F)(F)F)c1 (stereo not drawn) do in these assays?
S3 lipid droplet: inconclusive

How did COc1ccc(CNC(=O)C2CCN(C(=O)c3ccc(F)cc3)CC2)cc1OC do in these assays?
S3 lipid droplet: inconclusive

How did CCN(CC)C(=O)Cn1cc(S(=O)(=O)CC(=O)NCc2ccc(F)cc2)c2ccccc21 do in these assays?
S3 lipid droplet: -8.7%; S3 lipid droplet cell count max: 16.1

Results for COc1ccccc1NS(=O)(=O)c1cccc(NC(=O)c2[nH]c(C)c(C(C)=O)c2C)c1 ?
S3 lipid droplet: 20.4%; S3 lipid droplet cell count max: 4.7

What do the screens show for `Nc1c(C(=O)NCc2ccc(Cl)cc2)sc2nc3c(c(C(F)(F)F)c12)CCC3`?
S3 lipid droplet: inconclusive

Results for Cc1c(CCC(=O)O)c(=O)oc2c(C)c(OCc3ccccc3Cl)ccc12 ?
S3 lipid droplet: inactive; S3 lipid droplet cell count max: 28.8

Results for COCCCN(C)C1CCN(C(=O)Nc2ccc(F)cc2)CC1 ?
S3 lipid droplet: inconclusive

What do the screens show for `Cc1cc(NC(=O)CCCn2nc([N+](=O)[O-])c(Br)c2C)no1`?
S3 lipid droplet: 0.1%; S3 lipid droplet cell count max: 9.1

How did Clc1ccc(CN2CCc3c([nH]c4ccccc34)C2)cc1Cl do in these assays?
S3 lipid droplet: inconclusive

What do the screens show for `COc1ccc(CC(=O)Nc2cccc(/C(C)=N/NC(=O)c3cccc([N+](=O)[O-])c3)c2)cc1`?
S3 lipid droplet: inconclusive

What do the screens show for `CC(C)(C)NC(=O)NC(=O)COC(=O)Cc1c(Cl)cccc1Cl`?
S3 lipid droplet: 1.4%; S3 lipid droplet cell count max: -0.5

What do the screens show for `CC(Oc1ccc(Br)cc1)C(=O)Nc1cc(Cl)ccc1N1CCN(C)CC1` (stereo not drawn)?
S3 lipid droplet: inconclusive

What do the screens show for `Cc1cccc(NC(=S)NC(=O)c2ccc(Br)o2)c1C`?
S3 lipid droplet: inconclusive

What do the screens show for `CC(=O)NC(=O)c1nnn(Cc2ccccc2)c1NC(C)=O`?
S3 lipid droplet: -6.9%; S3 lipid droplet cell count max: -0.1

Results for Nc1c(Cl)ncnc1N/N=C/c1ccc2ccccc2n1 ?
S3 lipid droplet: inconclusive

How did COc1ccc(CN(C(=O)c2ccc(-c3ccccc3)[nH]2)C(C(=O)NC(C)(C)C)c2ccncc2)cc1 (stereo not drawn) do in these assays?
S3 lipid droplet: -6.5%; S3 lipid droplet cell count max: -20.8

How did Cc1ccc(-c2cc(C(=O)N/N=C/C(Br)=C/c3ccccc3)n[nH]2)o1 do in these assays?
S3 lipid droplet: inconclusive

How did COC(=O)c1cccc(NC(=O)CSc2nncn2-c2ccccn2)c1 do in these assays?
S3 lipid droplet: inconclusive

How did CCOCCOC(=O)c1ccc(-n2cncn2)nc1 do in these assays?
S3 lipid droplet: inactive

How did C/C(=N\Nc1ccccn1)c1ccc(C(C)C)cc1 do in these assays?
S3 lipid droplet: 3.3%; S3 lipid droplet cell count max: -26.0

What do the screens show for `CCCC(C)NC(=O)Cc1ccccc1[N+](=O)[O-]` (stereo not drawn)?
S3 lipid droplet: inconclusive

Results for CC(C)C(=O)Nc1nnc(NC(=S)Nc2ccccc2)s1 ?
S3 lipid droplet: inconclusive

What do the screens show for `COc1ccc(NC2=NC(=S)N(c3cccc(C)c3)C23CCCCC3)cc1`?
S3 lipid droplet: inconclusive

Results for O=C(Cn1ncc2c3ccccc3n(Cc3ccc(Cl)cc3)c2c1=O)NCCCN1CCCC1=O ?
S3 lipid droplet: inactive; S3 lipid droplet cell count max: -4.0

How did O=C(Nc1cc(S(=O)(=O)N2CCOCC2)ccc1Cl)c1cc(=O)c2ccccc2o1 do in these assays?
S3 lipid droplet: -0.3%; S3 lipid droplet cell count max: 3.3

What do the screens show for `CCOC(=O)c1cnc2cc(F)c(F)cc2c1N1CCN(C)CC1`?
S3 lipid droplet: inactive; S3 lipid droplet cell count max: 22.2

Results for CC(C)NC(=O)c1ccccc1NC(=O)C1CC(=O)N(C(C)C)C1 (stereo not drawn) ?
S3 lipid droplet: 10.1%; S3 lipid droplet cell count max: 1.5

Compounds listed so far with a cyano group:
What do the screens show for `CCC(=O)N1CCN(c2ccc(NC(=O)c3ccc(C#N)cc3F)cc2Cl)CC1`?
S3 lipid droplet: inconclusive

How did Cc1c(-c2cccc(Cl)c2)nc2ccccc2c1C(=O)OC/C(O)=C(\C#N)c1nc2ccccc2[nH]1 do in these assays?
S3 lipid droplet: inconclusive

How did Cc1ccc(C2CC(=O)NC(SCC(N)=O)=C2C#N)s1 (stereo not drawn) do in these assays?
S3 lipid droplet: 2.8%; S3 lipid droplet cell count max: 12.1

Bioassay records deposited in PubChem BioAssay by National Center for Advancing Translational Sciences (NCATS).
